Screening data deposited in PubChem BioAssay by The Scripps Research Institute Molecular Screening Center.
TbREL1 primary = TbREL1 inhibition, primary screen. inhibition, % at 9.66 µM. hit rate 0.49% among 89,000. TbREL1 RNA ligation, FRET fluorescence;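 active = inhibition above the mean inhibition across all screened compounds plus 3 SD, cut at about 11% in these data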;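 note: 0% = plate median of test wells and 100% = NSC42067 control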
Target sequence (P86926 whole entry, looked up): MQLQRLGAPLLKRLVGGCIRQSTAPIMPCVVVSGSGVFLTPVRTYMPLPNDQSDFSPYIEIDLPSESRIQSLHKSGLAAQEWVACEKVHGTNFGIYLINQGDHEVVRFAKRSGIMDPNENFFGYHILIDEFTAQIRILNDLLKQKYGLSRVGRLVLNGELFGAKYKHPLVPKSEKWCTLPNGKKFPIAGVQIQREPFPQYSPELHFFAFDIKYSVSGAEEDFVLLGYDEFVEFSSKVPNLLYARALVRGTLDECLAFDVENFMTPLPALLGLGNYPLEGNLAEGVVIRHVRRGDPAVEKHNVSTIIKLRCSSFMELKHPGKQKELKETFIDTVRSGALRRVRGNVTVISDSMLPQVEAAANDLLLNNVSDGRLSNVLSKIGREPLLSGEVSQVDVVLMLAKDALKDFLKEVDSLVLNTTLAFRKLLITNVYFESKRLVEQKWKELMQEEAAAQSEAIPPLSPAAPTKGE
* marks the source's active call; other numbers are inactive results. The list is partial. The share of hits here may be higher or lower than overall.

SMILES	TbREL1 primary
COc1ccc(C)cc1NC(=O)C(=O)NNC(=O)COc1ccc(Cl)cc1	-2
Cc1cc(NC(=O)c2cc(-c3ccc(C)s3)nc3ccccc23)no1	-2
O=C1Nc2ccccc2C1(O)Cc1ccncc1 (configuration not stated)	-6
Cn1ccnc1C(=O)c1ccccc1Cl	2
COCCn1c(SCc2csc(-c3ccccc3)n2)nc2ccccc21	-1
COc1ccc(C)cc1S(=O)(=O)N1CCC(C(=O)NC2CCCC2)CC1	-1
O=C(Nc1nc(-c2ccccn2)cs1)c1ccc(Cl)s1	-4
Cn1c(=O)c2c(nc(NCCCN3CCOCC3)n2Cc2ccc(Cl)cc2)n(C)c1=O	-5
Cc1nn(CCCC(=O)NCc2ccccc2)c(C)c1[N+](=O)[O-]	-1
CCNC(=S)NN(c1ccccc1)c1ccccc1	3
O=C(Nc1ccncc1)C1CC(=O)N(Cc2ccccc2)C1 (configuration not stated)	1
CC(/C=N/NC(=O)c1nn(C)c(C)c1Br)=C\c1ccccc1	3
O=C(O)CCC(=O)NCc1ccc(F)cc1	0
CCCN(CC(=O)Nc1ccccc1C)C(=O)CCCc1c[nH]c2ccccc12	-7
CCN(CC)S(=O)(=O)c1cccc(C(=O)NC(Cc2c[nH]c3ccccc23)c2nnc3n2CCCCC3)c1 (configuration not stated)	0
O=S(=O)([N-]c1nc2ccccc2nc1-[n+]1ccc(Cc2ccccc2)cc1)c1ccc(Br)s1	-5
CN(C(=O)c1cccc(NC(=O)Cc2cccc([N+](=O)[O-])c2)c1)C1CCCC1	-1
Cc1c(Cl)c([N+](=O)[O-])nn1Cc1ccc(C(=O)N/N=C\c2ccccn2)o1	3
Cc1ccc(C)c(NC(=O)Cn2ccn(-c3ccc4c(c3)OCO4)c(=O)c2=O)c1	-1
CCOC(=O)CNC(=O)C1c2ccccc2C(=O)N(c2ccc(OC)cc2)C1c1ccc(OC)cc1 (configuration not stated)	0
O=C(COC(=O)C(Cc1ccccc1)NC(=O)c1cccs1)NCc1ccccc1 (configuration not stated)	-1
CCOc1cccc(C(=O)N2CCCN(C)CC2)c1	-1
O=C1NCC(c2ccccc2)(c2ccccc2)C(=O)N1	1
CCN(CC)CCCN(Cc1cc2cc3c(cc2[nH]c1=O)OCO3)C(=S)Nc1ccc(OC)cc1	3
Cc1nn(Cc2c(F)cccc2Cl)c(C)c1[N+](=O)[O-]	1

Pulled one by one from the entries so far:
SMILES	TbREL1 primary
Cc1ccc(C)c(NC(=O)Cn2ccn(-c3ccc4c(c3)OCO4)c(=O)c2=O)c1	-1
O=C1NCC(c2ccccc2)(c2ccccc2)C(=O)N1	1

Further results
SMILES	TbREL1 primary
COc1ccc(Oc2nc(-c3ccncc3)nc3ccccc23)cc1	2
Cc1nc2ccccc2c(=O)n1NC(=O)c1ccco1	6
COc1ccc(CN2CCN(S(=O)(=O)c3ccc(C)cc3)CC2)cc1Br	2
Cn1cc([N+](=O)[O-])c(C(=O)Nc2ccc(Br)cn2)n1	4
COCC(C)NC(=O)COc1nncc2ccccc12 (configuration not stated)	0
O=C(Nc1nnc(-c2ccc(Cl)cc2)o1)NC1CCCCC1	-1
O=C(Nc1ccc(S(=O)(=O)N2CCCC2)cc1)C1CC(=O)N(c2ccc(F)cc2)C1 (configuration not stated)	1
CC(c1ccco1)N(C(=O)c1ccccc1NS(=O)(=O)c1ccc(Cl)c([N+](=O)[O-])c1)c1ccccn1 (configuration not stated)	-2
NC(=O)c1nn(-c2ccccc2)nc1NC(=O)CSc1nnnn1-c1ccc(Cl)cc1	0
COc1cc(CNCc2ccccn2)ccc1OCC(=O)NC(C)(C)C	1
CCOc1ccccc1NC(=O)C1CCN(S(=O)(=O)c2cccc3cccnc23)CC1	-3
O=C(O)c1cc([N+](=O)[O-])ccc1NCCc1ccccc1	-1
CC(OC(=O)/C=C/c1cccc(F)c1)C(=O)NC1CCCCC1C (configuration not stated)	-2
Cc1nn(-c2ccccc2)c(Cl)c1C1C(C#N)=C(N)Oc2n[nH]c(C)c21 (configuration not stated)	-4
CC1CN(S(=O)(=O)c2cccc(C(=O)NN3CCN(C)CC3)c2)CC(C)O1 (configuration not stated)	1
COc1cc(C(=O)NC(CCSC)C(=O)OCc2cc([N+](=O)[O-])cc3c2OCOC3)cc(OC)c1OC (configuration not stated)	-3
CCn1cc(C(=O)NC2CCCCCC2)c(=O)c2cc(S(=O)(=O)N3CCCCC3)ccc21	1
C=CCSc1nnc2c(n1)OC(c1ccccn1)N(C(C)=O)c1ccccc1-2 (configuration not stated)	-2
CC(=O)Nc1sc2c(c1-c1nc3ccccc3s1)CCOC2	0
CCOc1ccc(S(=O)(=O)Nc2ccccc2C(=O)N2CCOCC2)cc1	-2
Cc1ccccc1NC(=O)COC(=O)/C=C/c1cn(-c2ccccc2)nc1-c1cccnc1	-3
CSCCCNC(=O)C1CCN(S(=O)(=O)c2ccc3[nH]c(=O)oc3c2)CC1	-1
Cc1ccnc(NC(=S)NC(=O)/C=C/c2ccc(Cl)cc2)c1	0
CC(C)N1CCc2c(-c3nc4ccccc4s3)csc2C1	-4
CC1CCN(CCCNC(=O)CCCNC(=O)Cn2cnc3sc4c(c3c2=O)CCCC4)CC1	-1

Not a retest: an excerpt of the list.
SMILES	TbREL1 primary
COc1ccc(C)cc1NC(=O)C(=O)NNC(=O)COc1ccc(Cl)cc1	-2
Cc1cc(NC(=O)c2cc(-c3ccc(C)s3)nc3ccccc23)no1	-2
O=C1Nc2ccccc2C1(O)Cc1ccncc1 (configuration not stated)	-6
Cn1ccnc1C(=O)c1ccccc1Cl	2
COCCn1c(SCc2csc(-c3ccccc3)n2)nc2ccccc21	-1
COc1ccc(C)cc1S(=O)(=O)N1CCC(C(=O)NC2CCCC2)CC1	-1
O=C(Nc1nc(-c2ccccn2)cs1)c1ccc(Cl)s1	-4
Cn1c(=O)c2c(nc(NCCCN3CCOCC3)n2Cc2ccc(Cl)cc2)n(C)c1=O	-5
Cc1nn(CCCC(=O)NCc2ccccc2)c(C)c1[N+](=O)[O-]	-1
CCNC(=S)NN(c1ccccc1)c1ccccc1	3
O=C(Nc1ccncc1)C1CC(=O)N(Cc2ccccc2)C1 (configuration not stated)	1
CC(/C=N/NC(=O)c1nn(C)c(C)c1Br)=C\c1ccccc1	3
O=C(O)CCC(=O)NCc1ccc(F)cc1	0
CCCN(CC(=O)Nc1ccccc1C)C(=O)CCCc1c[nH]c2ccccc12	-7
CCN(CC)S(=O)(=O)c1cccc(C(=O)NC(Cc2c[nH]c3ccccc23)c2nnc3n2CCCCC3)c1 (configuration not stated)	0
O=S(=O)([N-]c1nc2ccccc2nc1-[n+]1ccc(Cc2ccccc2)cc1)c1ccc(Br)s1	-5
CN(C(=O)c1cccc(NC(=O)Cc2cccc([N+](=O)[O-])c2)c1)C1CCCC1	-1
Cc1c(Cl)c([N+](=O)[O-])nn1Cc1ccc(C(=O)N/N=C\c2ccccn2)o1	3

(further entries)
SMILES	TbREL1 primary
CC(=O)c1c(COC(=O)c2cccnc2)nc2ccccc2[n+]1[O-]	-6
COc1ccc(-c2cn3ccsc3n2)cc1	-5
Cc1cccn2c(=O)c(/C=C(\C#N)C(=O)NC3CCS(=O)(=O)C3)c(N3CCC(C)CC3)nc12 (configuration not stated)	-1
Cc1ccc(NC(=O)COc2cccc3ccccc23)c(O)c1	1
O=C(O)CN1C(=O)/C(=C\c2ccccc2OCc2ccccc2)SC1=S	0
NC(=O)C1CCCN(CC(O)COCc2ccc(Cl)cc2)C1 (configuration not stated)	2
O=C(CCC(=O)N(Cc1ccco1)C(C(=O)NC1CCCC1)c1ccncc1)Nc1cccnc1 (configuration not stated)	0
COc1ccc(NC(=O)CN2CCC(C(N)=O)(N3CCCCC3)CC2)cc1	1
O=C(CCN1C(=O)/C(=C/c2ccccc2)SC1=S)NC1CCS(=O)(=O)C1 (configuration not stated)	-1
CC(=O)Nc1nc(=S)n(-c2ccccc2)[nH]1	-6
COc1cccc(C2NC(=S)N(Cc3ccc(F)cc3)C(C)=C2C(C)=O)c1 (configuration not stated)	-7
COc1ncnc2c1oc1nc(C(C)C)c3c(c12)CC(C)(C)OC3	0
Clc1cccc(CNc2nc(-c3ccccn3)nnc2-c2ccccc2)c1	-3
CC(=O)N1CCN(C(=O)CCn2nnc3ccccc32)CC1	-2
CCOc1ccc(NC(=O)C(Cc2ccccc2)N2C(=O)c3cccc4cccc(c34)C2=O)cc1 (configuration not stated)	-1
COc1ccc(CCNC(=O)Cn2nc(-c3ccccc3)ccc2=O)cc1	1
CCC(=O)N1CCc2cc(S(=O)(=O)Nc3ccc4c(c3)OCCO4)ccc21	3
COc1ccc(C(C)=O)cc1COC(=O)CCCN1C(=O)c2ccccc2C1=O	-1
COc1ccc([C@H]2C[C@@H](n3cc(C4CC4)nn3)[C@H](O)CN2CC2CCCCC2)cc1	1
COC(=O)c1ccc(C2Nc3ccc(/C(C)=N/NC(=O)C(OC)c4ccccc4)cc3C3C=CCC32)cc1 (configuration not stated)	-1
CCc1noc(C)c1C(=O)OCC(=O)c1ccc(OC)c(OC)c1	0
Cc1cc(C)c(S(=O)(=O)Nc2ccc3c4c(cccc24)CC3)c(C)c1	4
COC(=O)CCCn1cc(CN(C)C2CN(Cc3cn(CCCC(=O)OC)nn3)S(=O)(=O)C2)nn1 (configuration not stated)	1
Cc1ccc(OC(C)c2nnc(N)s2)cc1Cl (configuration not stated)	-2
COc1ccccc1NC(=O)CNS(=O)(=O)c1ccccc1	2

(more compounds)
SMILES	TbREL1 primary
CCN(C(=O)c1ccnn1C)c1ccccc1	1
CCOc1cc(N(CC)CC)ccc1/C=C(/C#N)c1nc2ccccc2[nH]1	-2
COc1ccc(S(=O)(=O)N2CCOCC2)cc1NC(=O)CSc1nnc2c(n1)[nH]c1ccccc12	0
Cc1ccc(NC(=O)COC(=O)CNC(=O)c2ccco2)cc1	-1
CN1CCc2nc(NC(=O)COc3ccc(C#N)cc3)sc2C1	0
CCCCN(C(=O)C(C)Oc1ccc(Cl)cc1)c1c(N)n(CCCC)c(=O)[nH]c1=O (configuration not stated)	-2
CN(Cc1ccccc1)C(=O)c1nc[nH]c1C(=O)N(C)Cc1ccccc1	1
CCOC(=O)c1c(C)[nH]c(C)c1C(=O)COC(=O)/C=C/c1ccc(OC)cc1	0
Cc1ccc2c(c1)/C(=N/OS(=O)(=O)c1ccccc1)CCS2	2
C=CCn1c(N)c(C(=O)Nc2ccc(C)cc2)sc1=S	-1
COCCN(C(=O)Nc1ccccc1)c1ccccc1	0
COc1ccc(CCC(=O)N2CC(C)OC(C)C2)cc1 (configuration not stated)	3
O=C1NC[C@H](Cc2ccccc2)N(CCc2cccc(F)c2)C1=O	-2
CN(CCCOC(=O)c1cccs1)C1CN(Cc2cn(Cc3ccccc3Cl)nn2)S(=O)(=O)C1 (configuration not stated)	-1
COc1ccc2nc(SCC(=O)NN)cc(C)c2c1	1
CCOC(=O)[C@H]1[C@H]2COc3ccc(Br)cc3[C@@H]2N2C(=O)CN(CC3CCCO3)C(=O)[C@@]12C (some centres not stated)	-1
CC(=O)Nc1ccc(S(=O)(=O)NCCC(=O)OC(C)C(=O)NC2(C#N)CCCCC2)cc1 (configuration not stated)	1
CCOCCCNCc1cc(Cl)cc(Cl)c1OCC	1
COc1ccc(S(=O)(=O)Cc2ccccc2)cc1N	5
CCOCCCNC(=O)C1CCN(S(=O)(=O)c2ccc(C)cc2)CC1	-2
COCCNC(=O)COC(=O)C1=Cc2ccccc2OC1	1
Cc1cc(O)cc(=O)n1-c1cccc(C(F)(F)F)c1	-6
CCN1CCN(Cc2cc(=O)oc3cc(C)cc(C)c23)CC1	0
Clc1ccc(-c2ccc(CNCC3CCCO3)o2)cc1 (configuration not stated)	-2
CCOc1ccccc1N(C(=O)c1snc(C(N)=O)c1N)C(CC)C(=O)NC1CCCC1 (configuration not stated)	-2

Next section.
SMILES	TbREL1 primary
CCNC(=O)C(C)NC(=O)C1=NN(c2ccccc2)C(=O)CC1 (configuration not stated)	0
CCOCCCNC(=S)Nc1ccc2nc3n(c(=O)c2c1)CCCCC3	-3
O=C(COc1ccc(F)cc1Cl)NC1CCCCCC1	-1
CC(C)(C)OC(=O)C[C@@H]1C/C=C\C[C@@H](CC(=O)N(CCO)Cc2ccccc2)C(=O)N[C@@H](c2ccccc2)COC1=O	0
COc1cccc(-c2nn(-c3ccccc3)cc2C(=O)OCC(=O)Nc2ncc(Cl)cc2Cl)c1	-1
CC(C)(C)N(NC(=O)Nc1ccc(F)cc1)C(=O)c1ccccc1	2
O=C(c1sccc1Cl)N1CCC(n2nnc3ncccc32)CC1	-1
COc1ccc(-c2cc(-c3ccccc3)c(C#N)c(S(C)=O)n2)cc1 (configuration not stated)	0
CC1CCCCN1C(=O)CCn1c(=O)oc2ccccc21 (configuration not stated)	1
CCOC(=O)C1CCCN(C(=O)Cn2cnc3c2c(=O)n(C)c(=O)n3C)C1 (configuration not stated)	5
COCCCC1CCN(C(=O)C2CCC(=O)N(CCc3cccc(F)c3)C2)CC1 (configuration not stated)	0
C=CCn1c(SCC(=O)N2CCN(c3ccc(F)cc3)CC2)nnc1-c1ccco1	-1
NS(=O)(=O)c1cccc(NC(=O)COC(=O)C2CCN(S(=O)(=O)c3cccs3)CC2)c1	1
CCCCCCSc1ccc([C@@H]2[C@H]3C(=O)N(C)C(=O)[C@H]3[C@]3(C(=O)OC)CCCCN23)cc1	5
Fc1ccc(N2CCN(C3=Nc4ccccc4Sc4ccccc43)CC2)cc1	9
COc1ccc(-c2nc(C3CCCCC3)c3cc(OC)ccc3n2)cc1	0
COc1ccc(-n2c(SCC(=O)Nc3ccc(Oc4ccccc4)cc3)nnc2-c2ccccc2)cc1	4
Cc1[nH]c2ccccc2c1/C=N/NC(=O)c1cccc(F)c1	2
O=C(Cc1cccs1)N(Cc1cccs1)C1(C(=O)NC2CCCCC2)CCCCC1	0
COC(=O)CCC(=O)c1oc2ccc(Br)cc2c1N	0
Cc1cc[n+](-c2ccccc2)c2ccccc12	1
COc1cccc(NS(=O)(=O)c2nc3nc(C)cc(C)n3n2)c1	1
O=C(C1=C[C@H](C2CC2)C[C@H](OCCCCO)O1)N1CCOCC1	-1
